# Screening data deposited in PubChem by National Center for Advancing Translational Sciences (NCATS).
# JMJD2A Tudor inh = blocks the human JMJD2A Tudor domain; O75164; AlphaScreen JMJD2A-Tudor / H3K4me3 peptide binding; Potency, µM (doses to about 114 µM), for the others: at the highest dose activity change, negative = inhibition, usual class: inhibitors; 390,000 compounds, 4.4% hits; also: potency is read from the fitted curve at half-maximal effect; % is scaled to controls: 0 for no effect and ±100 for the full control effect; nearly all actives have a fitted effect of over 50% in size
# RGS4 inhibitor = human RGS4 inhibition. P49798. Transcreener GDP fluorescence polarization, RGS4-accelerated GTP hydrolysis. Potency, µM (highest dose often 114 µM), without a hit: top-dose activity change, negative = inhibition, hits mostly inhibitors. 390,000 compounds, 0.039% hits; also: potency is read from the fitted curve at half-maximal effect; % is scaled to controls: 0 for no effect and ±100 for the full control effect; nearly all actives have a fitted effect of over 75% in size; some results filed as inactive show a strong effect at the top dose
# Target sequence (P49798 whole entry, looked up): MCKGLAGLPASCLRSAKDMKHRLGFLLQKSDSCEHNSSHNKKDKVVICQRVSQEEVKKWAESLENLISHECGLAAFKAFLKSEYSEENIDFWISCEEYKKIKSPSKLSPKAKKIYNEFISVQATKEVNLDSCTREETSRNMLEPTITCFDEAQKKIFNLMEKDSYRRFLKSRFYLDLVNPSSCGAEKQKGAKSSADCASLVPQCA
#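 MLSMR compounds (23 nl, pin-transferred) preincubated 10 min at room temperature with a 500nM (2x) first reagent, then RGS4 at 900nM (2x) plus Transcreener GDP mix added; fluorescence polarization (620/688 nm) read before and after 90 min at 30 °C.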
# PI4K2A block = inhibitors of human PI4K2A | purified PI4K2A, ADP-Glo luminescence, 1 h; stronger effect = lower value | Q9BTU6 | 420,000 compounds, 0.13% hits | activity change, negative = inhibition, % at 76.9 µM; in the data active = activity change below about -50%; inconclusive = mostly about -30% to -49%;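 also: -100% = wells without enzyme as full effect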
# Target sequence (Q9BTU6 whole entry, looked up): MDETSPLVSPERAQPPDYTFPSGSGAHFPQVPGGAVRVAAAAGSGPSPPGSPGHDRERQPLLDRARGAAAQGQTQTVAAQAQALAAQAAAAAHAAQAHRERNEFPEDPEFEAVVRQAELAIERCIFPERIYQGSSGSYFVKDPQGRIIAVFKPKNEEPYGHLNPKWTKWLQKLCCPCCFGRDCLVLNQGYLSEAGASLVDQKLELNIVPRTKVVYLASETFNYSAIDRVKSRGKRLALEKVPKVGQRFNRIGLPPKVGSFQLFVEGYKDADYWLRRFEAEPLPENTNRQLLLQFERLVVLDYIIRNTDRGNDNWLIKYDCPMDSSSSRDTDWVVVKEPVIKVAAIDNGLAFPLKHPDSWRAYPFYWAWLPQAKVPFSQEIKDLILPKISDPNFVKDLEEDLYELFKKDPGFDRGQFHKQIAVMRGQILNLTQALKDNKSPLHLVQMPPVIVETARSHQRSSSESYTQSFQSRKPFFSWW
#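 PI4K2A activity was measured by ADP-Glo luminescence: enzyme (4 ug/mL stock) and phosphatidylinositol (1.2 mM stock) in Tris pH 7.5/MgCl2/EGTA/Triton X-100 buffer were reacted with ATP (300 microM stock) for one hour at ambient temperature.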
# GLS inh = inhibitors of human glutaminase (GLS) | O94925 | GLS enzymatic activity, qHTS titration | Potency, µM (highest dose often 45.5 µM), for inactives: at the top dose activity change, negative = inhibition, hits mostly inhibitors | 410,000 compounds, 0.21% hits; also: potency is read from the fitted curve at half-maximal effect; % is scaled to controls: 0 for no effect and ±100 for the full control effect
#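 Two-point fluorescence kinetic (t0, 30 min RT) for hKGA; glutamate detected via glutamate oxidase–HRP–Amplex Red. Substrate: 1 mM L-glutamine solution; buffer 45 mM KH2PO4, pH 8.2.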
# BAZ2B inh = inhibitors of human BAZ2B bromodomain | Q9UIF8 | AlphaScreen BAZ2B-H3K14Ac peptide displacement | Potency, µM (titrated, usually from 114 µM), without a hit: at the highest dose activity change, negative = inhibition, usual class: inhibitors | 360,000 compounds, 4.4% hits; also: potency is read from the fitted curve at half-maximal effect; % is scaled to controls: 0 for no effect and ±100 for the full control effect; nearly all actives have a fitted effect of over 60% in size
#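 AlphaScreen displacement of biotin-H3(5-23)K14Ac peptide (50 nM final) from BAZ2B (50 nM final) in PBS pH 7.4, 0.01% Tween-20; complex preformed 30 min RT, then compounds (top 110 uM) 30 min RT, beads 20 min dark.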
# 12-LOX inh = blocks human arachidonate 12S-lipoxygenase; P18054; purified 12hLO, xylenol orange hydroperoxide absorbance; Potency, µM (series often up to 108 µM), inactives show at the top dose activity change, negative = inhibition, actives largely listed as inhibitors; 580,000 compounds, 1.1% hits; AID 1671190; also: potency is read from the fitted curve at half-maximal effect; % is scaled to controls: 0 for no effect and ±100 for the full control effect
#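 Hydroperoxide product was detected by ferrous iron/xylenol orange as the 573 to 405 nm absorbance ratio. Arachidonic acid at 40 uM (final) was turned over for 30 min at room temperature by 150 nM human 12hLO, pH 7.0 Hepes buffer, after 15 min compound preincubation.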
# ERG Ets-DNA blk = blocks human ERG Ets domain binding to DNA; P11308; fluorescence polarization, His-ERG Ets domain / labelled DNA; Potency, µM (highest dose often 76.9 µM), for the others: at the top dose FP activity, negative = inhibition, most hits filed as inhibitors; 370,000 compounds, 0.028% hits; AID 624246; active = well fitted inhibition curve with a large enough effect in the polarisation, with a control signal flat; inconclusive = small, poorly fitted or top-dose-only effect, or effect the other way, or a change in a side signal; inactive = no such curve, though single readings can be large or run the other way; the % refers to the polarisation;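 also: polarization taken with two DNA probes labelled with fluorescein and Texas red; potency is read from the fitted curve at half-maximal effect; % of control where 0% means no effect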
#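 His-tagged ERG Ets domain (1 uM in the protein solution; 300mM KCl, 50mM Tris-HCl, 1mM EDTA, 1mM DTT, pH 7.5) received compound, then a probe mix of 5 nM fluorescein-DNA and 100nM Texas-615-DNA. Fluorescence polarization was read for both dyes.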
# G9a inh = blocks human histone lysine methyltransferase G9a. G9a H3K9 monomethylation, AlphaScreen, 2 h. Potency, µM (series often up to 102 µM), for inactives: top-dose activity, negative = inhibition, most hits filed as inhibitors. AID 504332. 350,000 compounds, 8.8% hits; also: potency is read from the fitted curve at half-maximal effect; % is scaled to controls: 0 for no effect and ±100 for the full control effect; nearly all actives have a fitted effect of over 75% in size
#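 AlphaScreen detection with an anti-monomethyl H3K9 antibody quantified product after a 2 h room-temperature reaction containing 500 nM biotinylated H3K9 peptide, 20 µM SAM and 20 nM enzyme, which had been preincubated 15 min with compound.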
# HP1b chromo inh = HP1-beta chromodomain-methylated histone interaction inhibition | P83916 | AlphaScreen HP1-beta / biotin-H3K9me3 peptide binding | Potency, µM (titrated, usually from 114 µM), for the others: at the top dose activity change, negative = inhibition, hits mostly inhibitors | 390,000 compounds, 0.56% hits; also: potency is read from the fitted curve at half-maximal effect; nearly all actives have a fitted effect of over 70% in size; inactives centre near 23
# Target sequence (P83916 whole entry, looked up): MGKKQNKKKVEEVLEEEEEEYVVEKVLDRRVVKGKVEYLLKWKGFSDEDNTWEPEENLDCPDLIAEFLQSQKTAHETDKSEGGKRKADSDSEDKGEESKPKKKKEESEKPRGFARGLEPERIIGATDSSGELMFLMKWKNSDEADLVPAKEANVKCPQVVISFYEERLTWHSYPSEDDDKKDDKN
#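 AlphaScreen: HP1-beta (50 nM) preformed 30 min with biotin-H3(1-18)K9me3 peptide (50 nM) in PBS pH 7.4, 0.01% Tween-20. Compound added for 30 min at RT, then streptavidin donor/nickel chelate acceptor beads (10 ug/mL) for 30 min.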
# * = called active by the depositor; u = inconclusive; x = no result given; & = joins results of further samples; [ ] = dose if it differs, or a comment. Unless noted, calls follow the shape of the dose curve; as a rule, active = well fitted curve in the direction sought with a large enough effect; inconclusive = small, poorly fitted or top-dose-only effect, or another doubt; inactive = no such curve, though single readings can be large; an effect the other way counts as inactive or inconclusive.
# Keys: A = JMJD2A Tudor inh; B = RGS4 inhibitor; C = PI4K2A block; D = GLS inh; E = BAZ2B inh; F = 12-LOX inh; G = ERG Ets-DNA blk; H = G9a inh; I = HP1b chromo inh
O=C(c1ccc(Cl)c(S(=O)(=O)N2CCCC2)c1)N1CCN(c2ccccn2)CC1
  A: -13%; B: -15%; C: 3; D: -17%; E: -19%; F: -1%; G: -9%; H: u; I: 20%

COc1cccc(/C=N/NC(=O)c2nnn(-c3nonc3N)c2CN(C)c2ccccc2)c1
  A: -31%; B: 19%; C: 0; D: 18%; E: -17%[57.1 µM]; F: 2%; G: 5%; H: 15%; I: 1%

Cc1cccc(C)c1NC1=NC(=S)N(c2ccc(C(=O)O)cc2)C12CCCCC2
  A: -25%; B: 20%; C: -5; D: 12%; E: -13%; F: -4%; G: 4%; H: -24%; I: 42%[activator]

COc1cccc(Oc2c(C)oc3c(CN4CCCC4)c(O)ccc3c2=O)c1
  A: -14%; B: 25%; C: 3; D: 8%; E: 1%; F: -14%; G: 11%; H: -6%[59 µM]; I: 16%

CSCCC(NC(=O)/C(=C\c1ccc(Cl)cc1)NC(=O)c1ccccc1)C(=O)O (stereo not drawn)
  A: 6%; B: -3%; C: 1; D: -8%; E: -39%; F: -26%; G: 6%; H: u; I: 21%

CCOC(=O)c1cnc2ccccc2c1Nc1ccc2c(c1)OCCO2
  A: -34%; B: 4%; C: 2; D: 6%; E: u; F: u; G: -3%; H: u; I: -17%

NC(=O)C(c1ncc(C(F)(F)F)cc1Cl)c1c(Cl)cccc1Cl (stereo not drawn)
  A: -11%; B: 56%[activator]; C: 3; D: 5%; E: -6%; F: 0%; G: -1%; H: x; I: 17%

Cc1ccc2nc(SCC(=O)N(C)C3CCS(=O)(=O)C3)[nH]c2c1 (stereo not drawn)
  A: -5%; B: 11%; C: -2; D: -4%; E: -3%; F: 3%; G: -10%; H: -8%[12.7 µM]; I: 30%

C=CCN(c1ccccc1C(=O)O)S(=O)(=O)/C=C/c1ccccc1
  A: 1%; B: 1%; C: 2; D: 1%; E: -16%; F: -1%; G: 1%; H: 0%; I: 24%

COc1ccc(Cl)cc1NC(=O)C(OC)c1ccccc1 (stereo not drawn)
  A: 61%[activator]; B: -15%; C: -1; D: -4%; E: 22%; F: -1%; G: -4%; H: x; I: 123%[activator]

C=CCN1C(=O)/C(=C/c2ccccc2)S/C1=N/c1nccs1
  A: -11%; B: 19%; C: 5; D: 11%; E: 2%; F: -8%; G: -5%; H: 19%[59 µM]; I: 19%

CCN(CC)c1ccc(/C=N/NC(=S)NC)c(O)c1
  A: 45µM*; B: -15%; C: 7; D: 16%; E: 40µM*; F: u; G: 18%; H: u; I: u

CCOc1ccc(NC(=O)CCNS(=O)(=O)c2cccc3nonc23)cc1
  A: -9%&-3%; B: 9%&-26%; C: 0&-3; D: -1%&12%; E: -5%&5%; F: -13%&-24%; G: 4%&-2%; H: -3%[59 µM]; I: 15%&20%

CCC1COC(c2cccn2Cc2ccccc2Cl)=N1 (stereo not drawn)
  A: -8%; B: 3%; C: 0; D: -3%; E: -5%; F: -7%; G: -10%; H: -9%; I: 79%[activator]

CCc1nc(Sc2nnnn2-c2ccccc2)c2c3c(sc2n1)CCCC3
  A: -9%; B: 12%; C: 4; D: 4%; E: 5%; F: -3%; G: 5%; H: 41%[59 µM]; I: 35%

O=C(CCc1nc2cccnc2n1Cc1ccccc1)NCc1cccc(Cl)c1
  A: -18%; B: 7%; C: -3; D: 4%; E: -7%; F: 0%; G: -1%; H: 12%[59 µM]; I: 30%

Cc1c(Br)ccc(NC(=O)Cn2nc(-c3cccs3)ccc2=O)c1C
  A: u; B: u; C: -5; D: -10%; E: u; F: -2%; G: -3%; H: u; I: -20%

OC1(c2cccnc2)CCN(Cc2nnnn2Cc2ccccc2)CC1
  A: -1%; B: -16%; C: 3; D: -12%; E: -10%; F: -6%; G: 16%; H: 0%[59 µM]; I: 17%

CCOC(=O)N1CCN(C(=O)CN(Cc2ccccc2)S(=O)(=O)c2ccc(OC)c(C)c2)CC1
  A: -22%; B: -7%; C: -1; D: -2%; E: 11%; F: -24%; G: 0%; H: 18%[59 µM]; I: 17%

COc1cc(C)ccc1OCc1cc(C(=O)N2CCCCCC2)no1
  A: 16µM*; B: -55%[56.9 µM]; C: -1; D: -23%; E: 24%; F: 6%; G: 3%; H: x; I: 29%

N#Cc1cccc(N=Cc2c(O)ccc3ccccc23)c1
  A: 35µM*; B: u; C: -1; D: 11%; E: -3%; F: -13%; G: 0%; H: 1.4µM*; I: -25%

COc1cc(C(=O)OCCNC(=O)c2ccccc2)cc(OC)c1OC
  A: -3%; B: -15%; C: -26; D: 0%; E: 0%; F: 99%[activator]; G: -5%; H: -2%; I: 24%

CC12CCC(c3n[nH]c(=S)nc31)C2(C)C (stereo not drawn)
  A: 20µM*; B: -24%; C: 3; D: 1%; E: -11%; F: u; G: x; H: 8.9µM*; I: -31%

COc1ccc(C(=O)N/N=C(\C)CC(=O)Nc2ccc(N(C)C)cc2)c(OC)c1
  A: u; B: -16%; C: -1; D: -12%; E: 40µM*; F: 51%[activator]; G: 3%; H: 13%[0.501 µM]; I: u

CCOc1ccccc1N1CCN(CC(=O)Nc2ccccc2C(=O)NC2CC2)CC1
  A: -13%; B: 3%; C: 5; D: 7%; E: 4%; F: u; G: x; H: -9%[2.33 µM]; I: 26%

CC1CN(CC(=O)Nc2cc(S(=O)(=O)N3CCCC3)ccc2Cl)CC(C)O1 (stereo not drawn)
  A: -7%; B: 6%; C: 4; D: 8%; E: x; F: 1%; G: -3%; H: 4%; I: 15%[57 µM]

COc1cc(/C=N\NC(=O)c2c(C)nc3cc(C)ccn23)ccc1O
  A: -11%[11.4 µM]; B: u; C: 2; D: u; E: -5%; F: 7%; G: -6%; H: -4%[12.7 µM]; I: -5%

# Reformatted with the structure last: 8 of the compounds above.
JMJD2A Tudor inh	RGS4 inhibitor	PI4K2A block	GLS inh	BAZ2B inh	12-LOX inh	ERG Ets-DNA blk	G9a inh	HP1b chromo inh	Structure
u	u	-5	-10%	u	-2%	-3%	u	-20%	Cc1c(Br)ccc(NC(=O)Cn2nc(-c3cccs3)ccc2=O)c1C
-1%	-16%	3	-12%	-10%	-6%	16%	0%[59 µM]	17%	OC1(c2cccnc2)CCN(Cc2nnnn2Cc2ccccc2)CC1
-22%	-7%	-1	-2%	11%	-24%	0%	18%[59 µM]	17%	CCOC(=O)N1CCN(C(=O)CN(Cc2ccccc2)S(=O)(=O)c2ccc(OC)c(C)c2)CC1
16µM*	-55%[56.9 µM]	-1	-23%	24%	6%	3%	x	29%	COc1cc(C)ccc1OCc1cc(C(=O)N2CCCCCC2)no1
35µM*	u	-1	11%	-3%	-13%	0%	1.4µM*	-25%	N#Cc1cccc(N=Cc2c(O)ccc3ccccc23)c1
-3%	-15%	-26	0%	0%	99%[activator]	-5%	-2%	24%	COc1cc(C(=O)OCCNC(=O)c2ccccc2)cc(OC)c1OC
20µM*	-24%	3	1%	-11%	u	x	8.9µM*	-31%	CC12CCC(c3n[nH]c(=S)nc31)C2(C)C (stereo not drawn)
u	-16%	-1	-12%	40µM*	51%[activator]	3%	13%[0.501 µM]	u	COc1ccc(C(=O)N/N=C(\C)CC(=O)Nc2ccc(N(C)C)cc2)c(OC)c1

# Record cards, as listed above. Order of screens: JMJD2A Tudor inh | RGS4 inhibitor | PI4K2A block | GLS inh | BAZ2B inh | 12-LOX inh | ERG Ets-DNA blk | G9a inh | HP1b chromo inh
# CCOC(=O)N1CCN(C(=O)CN(Cc2ccccc2)S(=O)(=O)c2ccc(OC)c(C)c2)CC1 across the screens: -22% | -7% | -1 | -2% | 11% | -24% | 0% | 18%[59 µM] | 17%
# C=CCN(c1ccccc1C(=O)O)S(=O)(=O)/C=C/c1ccccc1 across the screens: 1% | 1% | 2 | 1% | -16% | -1% | 1% | 0% | 24%

# An excerpt, so the mix of outcomes need not match the whole.
